# Kir21 inh – inhibitors of mouse Kir2.1 inward-rectifier potassium channel; HEK293-Kir2.1, FluxOR thallium flux fluorescence; active compounds read low; AID 1672, 2009; B-score at 10 µM; 0.85% of 310,000 active;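 active = fluorescence ratio B-score at or below minus 3 SD of library scores, with starting-brightness B-score within 2 SD, cut at about -4.2 in these data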;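 note: channel flux triggered by added potassium and thallium sulfate stimulus; B-score of peak minus minimum fluorescence over baseline after thallium stimulus; more negative B-score means stronger Kir2.1 block with less thallium influx; some compounds called inactive have numbers as strong as hits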
# Target sequence (P35561 whole entry, looked up): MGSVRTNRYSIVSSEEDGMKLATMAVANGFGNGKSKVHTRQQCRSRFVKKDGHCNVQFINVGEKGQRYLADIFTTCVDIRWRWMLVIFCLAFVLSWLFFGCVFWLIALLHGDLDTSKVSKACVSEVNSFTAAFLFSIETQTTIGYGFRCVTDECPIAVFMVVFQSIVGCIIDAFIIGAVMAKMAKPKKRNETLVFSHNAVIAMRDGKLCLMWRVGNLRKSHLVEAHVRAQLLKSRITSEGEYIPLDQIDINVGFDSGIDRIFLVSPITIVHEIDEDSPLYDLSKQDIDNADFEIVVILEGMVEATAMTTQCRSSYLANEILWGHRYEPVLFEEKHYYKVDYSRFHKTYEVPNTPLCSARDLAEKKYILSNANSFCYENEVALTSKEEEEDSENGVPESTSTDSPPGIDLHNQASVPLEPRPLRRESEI
# STK33 inh – inhibitors of purified STK33 kinase, primary screen, biochemical, ADP-Glo luminescence, homogeneous, cell-free; AID 2661, 2010; MBP phosphorylation; inhibition, % at 10 µM; 0.073% of 320,000 active;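 active = inhibition at or above 25%, using the most active replicate where run in duplicate; inactive = inhibition below 25%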
# Target sequence (Q9BYT3 whole entry, looked up): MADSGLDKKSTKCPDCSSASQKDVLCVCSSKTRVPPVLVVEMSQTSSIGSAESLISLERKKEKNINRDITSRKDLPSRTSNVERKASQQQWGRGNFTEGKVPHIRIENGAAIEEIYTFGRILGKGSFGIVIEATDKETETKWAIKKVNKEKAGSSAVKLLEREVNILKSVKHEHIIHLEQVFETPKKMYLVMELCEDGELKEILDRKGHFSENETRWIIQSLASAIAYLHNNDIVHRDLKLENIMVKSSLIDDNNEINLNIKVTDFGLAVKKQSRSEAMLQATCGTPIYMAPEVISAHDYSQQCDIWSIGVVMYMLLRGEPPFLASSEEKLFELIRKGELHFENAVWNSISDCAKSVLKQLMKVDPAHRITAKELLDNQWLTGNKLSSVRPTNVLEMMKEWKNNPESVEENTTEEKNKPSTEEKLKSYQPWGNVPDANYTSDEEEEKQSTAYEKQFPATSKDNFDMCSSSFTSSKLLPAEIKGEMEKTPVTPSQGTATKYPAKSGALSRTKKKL
# Numbers without * were called inactive; / = not tested or not shown.
SMILES	Kir21 inh	STK33 inh
COCCCNC(=O)CCn1c(=O)c2ccccc2n(CC(=O)Nc2cc(Cl)ccc2C)c1=O	-0.04	-0.5
O=C1c2ccccc2NC(c2cccc(O)c2)N1c1ccccc1 (stereo not drawn)	-0.05	0.5
CCOC(=O)Nc1ccc(NC(=O)OCC)cc1	0.29	-0.9
CCc1cccc2c(C(=O)CSc3nnc(-c4ccncc4)n3C)c[nH]c12	-0.02	-0.5
Cc1ccc(NS(=O)(=O)c2ccc3c(c2)NC(=O)CCS3)c(C)c1	0.29	-0.8
CC(C)CC1COC(=O)N1 (stereo not drawn)	0.59	0.1
COC(=O)C(Cc1cnc(Cl)s1)(C(=O)OC)c1ccc(C(F)(F)F)cc1[N+](=O)[O-]	-0.78	-2.4
O=C(NCCc1nnc2ccc(NCC3CCCO3)nn12)c1ccccc1 (stereo not drawn)	-0.72	0.1
CCOC(=O)N1CCN(C(=O)c2ccc(C)c(S(=O)(=O)N3CCCCC3)c2)CC1	-0.31	-1.2
COCC1CCCCN1C(=O)c1ccc2oc(CCCc3ccccc3)nc2c1 (stereo not drawn)	-0.87	-1.2
COc1c(O)cc2oc(-c3ccc(O)c(O)c3)cc(=O)c2c1O	-1.6	44*
O=C(Nc1ccc(F)c(Cl)c1)C1CC(=O)N(Cc2ccccc2)C1 (stereo not drawn)	0.01	0.0
O=C(C(Cc1ccccc1)N1C(=O)c2ccccc2C1=O)N1CCc2ccccc21 (stereo not drawn)	-0.8	-0.2
COc1ccccc1C/C(N)=N/OC(=O)COc1ccccc1C	0.39	1.6
Cc1cc(NC(=O)c2oc3ccccc3c2C)ccc1-n1cnnn1	-0.14	0.2
O=C(CNC1CCCCC1)Nc1cccc([N+](=O)[O-])c1	1.4	-0.8
Oc1nc(-c2ccc(Cl)cc2)n2ccncc12	-0.28	-0.9
CCCC(=O)NC(Nc1cc(C(F)(F)F)ccc1Cl)C(Cl)(Cl)Cl (stereo not drawn)	-2.3	1.1
COc1ccc(C(=O)Nc2c(N)nc(SCC(=O)N3CCCCCC3)[nH]c2=O)cc1OC	1.4	-2.2
Cc1c(N(C)S(=O)(=O)c2cc(C(=O)NCC3CCCO3)ccc2Cl)c(=O)n(-c2ccccc2)n1C (stereo not drawn)	-0.19	-0.4
O=[N+]([O-])c1cccc(-c2nc(-c3ccccn3)no2)c1	0.48	1.2
O=C(CNC(=O)c1ccco1)NCc1nc2ccccc2[nH]1	0.89	0.7
CS(=O)(=O)n1nc(-c2cccnc2)nc1NCc1ccccc1	1.9	-0.4
O=C(NCc1ccccc1)OCCN1CCN(Cc2ccccc2)CCC1=O	-1.3	0.2
Cc1ccc(-c2nnn(CC(=O)N(C)C3CCCCC3)n2)o1	0.92	-0.3
O=C(Cc1cccs1)Nc1ccc(N2CCOCC2)cc1	-0.21	-4.8
COC(=O)Cc1ccc(NC(=O)c2ccccc2Cl)cc1	1.1	-0.2
C=C(C)CNC(=S)N/N=C/c1ccccc1OCC(=O)O	-0.66	-1.6
CC(C)CC1NC(=O)N(CC(=O)Nc2ccc(-c3ccccc3)cc2)C1=O (stereo not drawn)	/	-1.5
COc1ccc(Cc2nc(-c3ccc(-n4cccc4)cc3)no2)cc1OC	2	-2.0
CCCCOC(=O)c1ccc(NC(=O)COC(=O)c2ccc3ncsc3c2)cc1	/	-0.1
CCCCC(=O)NNC(=S)NC(=O)c1cccc([N+](=O)[O-])c1	-0.22	-0.6
CCC1(CC)NC(=O)N(CC(=O)OCC(=O)Nc2cc(C)ccc2C)C1=O	1.4	-1.7
CCN(CC)S(=O)(=O)c1ccc2c(c1)N(CC(=O)NCc1ccco1)C(=O)CO2	-0.91	-1.7
N#Cc1cc(N2CCCCC2)c([N+](=O)[O-])cc1C#N	1.4	-1.7
COc1ccc(-c2cc(C(=O)OCC(=O)N3CCOCC3)c3ccccc3n2)cc1	/	3.3
Cc1ccc(C(CC(=O)N2CCCCC2)c2ccccc2)c(O)c1C (stereo not drawn)	-1.2	0.5
Cc1cccc(C)c1NC(=O)/C(C#N)=C/c1cccs1	-0.01	-0.3
COCCOC(=O)C1=C(C)NC2=C(C(=O)CC(c3cccs3)C2)C1c1ccsc1 (stereo not drawn)	1.7	-1.6
COc1ccc(C2C(C(N)=O)=C(C)Nc3ncnn32)cc1 (stereo not drawn)	-1.2	-0.1
CSc1nc(C)c(CCOC(=O)c2cccc(Cl)c2)c(=O)[nH]1	1.5	-1.0
CCCc1cc(=O)[nH]c(SCC(=O)N2c3ccccc3NC(=O)C2(C)C)n1	/	-0.8
CCCN(CC(=O)Nc1ccccc1C)C(=O)C1CCN(S(=O)(=O)c2ccccc2C(F)(F)F)CC1	-1.8	-0.8
N=C(c1ccc([N+](=O)[O-])cc1)N1CCCCCC1	0.14	/
Cc1cccc(C(=O)NCC(=O)OCC(=O)NC2CCCCC2)c1	/	-0.5
CCOC(=O)c1c(NC(=S)N2CCN(C)CC2)sc(C)c1-c1ccccc1	2.5	0.4
CN(C)c1nc(-c2cccs2)cc(C(F)(F)F)c1C#N	-0.98	0.7
O=C(NC1CCCN(c2ccc(C(F)(F)F)cn2)C1)c1cc(Cl)ccc1F (stereo not drawn)	0.47	-1.7
C=CCOc1c(Br)cc(CNc2ccc(NC(=O)C(C)C)c(OC)c2)cc1OCC	0.05	-1.8
O=C(c1cc(N2C(=O)C3C4CCC(C4)C3C2=O)ccc1Cl)N1CCN(c2ccccc2)CC1 (stereo not drawn)	-1.2	-0.7
COc1cc(/C=C2\NC(=S)NC2=O)ccc1OCc1cccc(C(=O)O)c1	1.2	0.8
COc1ccc(/C=C(/NC(=O)c2ccccc2)c2nc3ccccc3[nH]2)cc1OC	-0.99	-3.3
O=C(CSc1nnc(COc2ccccc2F)n1-c1ccccc1)NCc1ccco1	/	-1.6
c1ccc2c(COn3nnc4ccccc43)cccc2c1	-2.5	-0.2
COc1cc(C(=O)NC(=S)N2CCN(C)CC2)cc(OC)c1OC	/	-0.4
COc1ccccc1NS(=O)(=O)c1ccc(NC(=O)CCNC(=O)c2ccco2)cc1	-0.7	-3.3

# Later entries.
SMILES	Kir21 inh	STK33 inh
O=c1c(Oc2ccccc2Br)c(C(F)(F)F)oc2c(CN3CCCC3)c(O)ccc12	1.8	-1.6
COc1ccc(CCNC(=O)C2CCCN(C(=O)N(C)C)C2)c(OC)c1 (stereo not drawn)	0.65	-0.8
COc1cccc(NC(=S)NC(=O)Cc2ccccc2)c1	-2.7	-0.8
Cc1[nH]nc2c1C(c1ccccn1)N(c1ccc(Br)cc1)C2=O (stereo not drawn)	0.09	3.5
Cc1ccc(NC(=O)c2cc(NC(=O)CCCC(=O)O)ccc2Cl)cc1Cl	0.1	-2.0
COc1ccc(C)cc1NC(=O)CCCN1C(=O)CN(C)C1=O	/	-0.3
CCOC(=O)Cc1csc(SCC(=O)N2CCN(c3ccccc3)CC2)n1	/	0.0
COc1ccc2nc3oc(C(=O)N4CCN(c5ccccc5F)CC4)cc3cc2c1	-0.89	-1.0

# Part of the list above, field by field.
> COc1cccc(NC(=S)NC(=O)Cc2ccccc2)c1
  Kir21 inh: -2.7	STK33 inh: -0.8

> Cc1ccc(NC(=O)c2cc(NC(=O)CCCC(=O)O)ccc2Cl)cc1Cl
  Kir21 inh: 0.1	STK33 inh: -2.0

# Additional records
SMILES	Kir21 inh	STK33 inh
Cc1oc2ccc(OCc3ccc(Cl)cc3)cc2c1C(=O)O	-2.2	-3.1
Cc1cc(C)c2c(c1)-c1c(ssc1=S)C(C)(C)N2C(=O)CSc1nncn1C	-3.8	-2.3
CCn1nc(C)c(CN2CCCC(CNS(=O)(=O)c3ccc(OC)cc3)C2)c1C (stereo not drawn)	-0.44	0.0
CC(C)C(NC(=O)c1ccc(Cl)cc1Cl)C(=O)N1CCC1 (stereo not drawn)	/	0.9
CCN=C1SC(C(=O)Nc2cccc(Cl)c2)CC(=O)N1CC (stereo not drawn)	1.3	-1.9
CN(C)C1=NC[C@H](Cc2ccccc2)N1CC1CCCC1	/	1.2
C#CCOCCOCCOCCNc1nc(N2CCN(C(=O)Cn3cc(CCCCN)nn3)CC2)nc(N2CCN(C(=O)[C@H](CCCCN)n3cc(CCCC)nn3)CC2)n1	/	0.1
CCOC(=O)Cn1cnc2c(nnn2Cc2ccc(Cl)cc2)c1=O	0.1	-1.1
COC(=O)c1c(NC(=O)C2CC=CCC2C(=O)O)sc(C)c1C (stereo not drawn)	1.7	-0.4
CC(C)CCOCC(O)CCC(=O)NNC(=S)Nc1ccccc1 (stereo not drawn)	-1.2	-1.7
O=C(Oc1ccccc1/C=C\C(=O)c1cc2ccccc2o1)c1cccc(F)c1	-0.06	-0.5
CC(C)C(c1nnnn1Cc1ccccc1)N(Cc1ccco1)Cc1cccs1 (stereo not drawn)	-1.8	-2.8
COc1ccc(CNC(=O)c2cc3cc(OC)ccc3oc2=O)cc1	0.82	-0.1
CCOc1ccc(Cl)cc1CN1CCOCC1	-0.54	-0.6
O=C(CCc1ccccc1)N/N=C/c1cccc([N+](=O)[O-])c1	0.43	0.8
Cc1oc(-c2ccc(Cl)cc2)nc1CN1CCC(C(=O)NCCCN2CCCC2=O)CC1	0.03	-1.5

# Shown with each value named: three of the compounds above.
> COc1ccccc1NS(=O)(=O)c1ccc(NC(=O)CCNC(=O)c2ccco2)cc1
  Kir21 inh: -0.7
  STK33 inh: -3.3

> O=c1c(Oc2ccccc2Br)c(C(F)(F)F)oc2c(CN3CCCC3)c(O)ccc12
  Kir21 inh: 1.8
  STK33 inh: -1.6

> COc1ccc(CCNC(=O)C2CCCN(C(=O)N(C)C)C2)c(OC)c1 (stereo not drawn)
  Kir21 inh: 0.65
  STK33 inh: -0.8

# Next entries
SMILES	Kir21 inh	STK33 inh
S=C1NCCc2ccc(Cl)cc2C1c1ccccc1 (stereo not drawn)	/	-0.8
CCCNC(=O)COC(=O)c1ccccc1OCc1ccc(Cl)cc1	0.85	-1.0
O=C(NC1CCCCC1)c1cccc2c1C(=O)c1ccc(N3CCC(Cc4ccccc4)CC3)cc1S2(=O)=O	/	5.5
Cc1ccc(/C(N)=N/OC(=O)Cc2cccs2)cc1	-1.6	0.4
O=C(NCC1CCCO1)C(Cc1ccccc1)N1C(=O)C2C3C=CC(C4CC34)C2C1=O (stereo not drawn)	-0.86	-0.7
CCOC(=O)Cc1csc(NC(=O)c2cnc3sc(C)cn3c2=O)n1	0.83	-1.4
COc1cc([N+](=O)[O-])cc(/C=N/NC(=O)Cn2cncn2)c1O	2.5	-0.3
CCOC(=O)CSc1nnc(C2CCCCC2)n1C	0.03	-1.5
COC(=O)c1ccc(NC(=O)[C@H](C)NC(N)=O)cc1	0.93	-1.8
Nc1nc(-c2ccco2)cs1	0.22	0.5
CCc1ccc(NC(=O)Cc2ccc(NC3=NC4CS(=O)(=O)CC4S3)cc2)cc1 (stereo not drawn)	0.06	-0.1
CC(=O)Nc1ccc(CN2CCN(C3CCCC3)C(CCO)C2)cc1 (stereo not drawn)	0.04	-0.9
NNC(=O)c1cccc(O)c1	-0.95	-0.4
Cc1nnc(NC(=O)CSc2nccn2Cc2ccccc2)s1	-0.13	-1.0
Cc1csc2nc3cc(C(N)=O)ccc3c(=O)n12	1.7	1.2
O=C(c1ccco1)N1CCN(C(c2ccccc2F)c2nnnn2Cc2cccs2)CC1 (stereo not drawn)	-1.9	-0.3

# Entries listed so far printed as active in STK33 inh:
SMILES	Kir21 inh	STK33 inh
COc1c(O)cc2oc(-c3ccc(O)c(O)c3)cc(=O)c2c1O	-1.6	44*

# Other entries.
SMILES	Kir21 inh	STK33 inh
N#Cc1c(-c2ccccc2)nc(-c2ccccc2)[nH]c1=O	0.76	-0.6
Cc1ccc(C(=O)NCCNC(=O)Cc2ccccc2)cn1	1.5	-1.8
COc1ccc(N)cc1C#N	0.26	8.2
O=C(Nc1ccccn1)c1c(O)c2cccc3c2n(c1=O)CCC3	-3	-1.7
CN(C)S(=O)(=O)NC(=O)C1=C(N2CCCC2)COC1=O	/	-0.9
c1nc(C2CCCCC2)cc2cc3c(cc12)OCO3	/	0.1
O=C1CC(C(=O)N2CCc3ccccc32)CN1c1ccc(F)cc1 (stereo not drawn)	-0.83	-1.1
CCOC(=O)c1ccc(-c2c(-c3ccc4c(c3)OCO4)noc2-c2ccsc2)cc1F	-0.59	-0.5
Cc1ccc(C)c(NC(=O)CCC(=O)N/N=C2/CC(=O)CC(C)(C)C2)c1	1.1	-1.2
CCc1ccc(OCC2c3cc(OC)c(OC)cc3CCN2C(=S)NCCOC)cc1 (stereo not drawn)	-0.46	-0.4
CN1CCN(NC(=O)/C=C/c2cccc(Cl)c2)CC1	-0.13	1.1
COC(=O)Cc1c(O)ccn(CCc2ccccc2)c1=O	1.3	-1.1
COc1cccc2cc(C(=O)NC(C)C3CCCO3)c(=O)oc12 (stereo not drawn)	-0.12	-0.1
CCCc1cc(=O)[nH]c(SCc2ccc(Cl)cc2)n1	-1.8	-1.4
CCOCCc1nn2c(=O)cc(CSCC(=O)Nc3ccc(OC)cc3)nc2s1	-2	0.6
CCCCOc1ccc(CN(C)c2ncnc(N)n2)cc1	-1.1	-3.1
O=C(C1CC1)N1N=C(c2ccc(Cl)cc2)CC1(O)C(F)(F)F (stereo not drawn)	0.4	-0.8
COc1ccc(C(=O)NCC(c2ccco2)N2CCc3ccccc32)cc1 (stereo not drawn)	0.85	-0.5

# From PubChem BioAssay
